Screening data from PubChem BioAssay.
Growth percent in the NCI-60 one-dose screen (48 h, 10 µM unless noted): 100 = growth as untreated, 0 = no growth, -100 = all killed.
OVCAR-5 – OVCAR-5 ovarian cancer; 82,000 compounds, 2.9% hits
OVCAR-3 – OVCAR-3 ovarian cancer; 79,000 compounds, 7% hits
IGROV1 – IGROV1 ovarian cancer; AID 1794786; 79,000 compounds, 4.7% hits
OVCAR-4 – OVCAR-4 ovarian cancer cells | 80,000 compounds, 3.7% hits | AID 1794784
NCI-H522 – NCI-H522 lung cancer. 78,000 compounds, 8% hits. AID 1794739
SK-OV-3 – SK-OV-3 ovarian cancer cells | 80,000 compounds, 3.2% hits | AID 1794785
NCI/ADR-RES – NCI/ADR-RES ovarian cells | 81,000 compounds, 4.4% hits | AID 1794790
OVCAR-8 – OVCAR-8 ovarian cancer; 81,000 compounds, 4.4% hits
NCI-H23 – NCI-H23 lung cancer | 80,000 compounds, 4% hits | AID 1794731
Starred values were filed as active, the others as inactive; x = no result given; [ ] = another dose, or the depositor's remark. Rule for the calls: active = growth percent below 10; inactive = the rest.

item	SMILES	OVCAR-5	OVCAR-3	IGROV1	OVCAR-4	NCI-H522
1	Cc1ccc2cnc3sc(-c4ccccc4)nc3c2n1	115	109	106	89	84
2	COc1ccc([C@H]2c3[nH]c4ccccc4c3C[C@H]3C(=O)N(C4CCN(CC5CCCCC5)CC4)CC(=O)N23)c(OC)c1	92[5.56 µM]	95[5.56 µM]	78[5.56 µM]	98[5.56 µM]	85[5.56 µM]
3	NC(C(=O)O)C(O)c1cccc(OCc2ccccc2)c1 (centres undefined)	75	102	87	91	92
4	c1ccc2c(N=NSc3ncnc4nc[nH]c34)c3ccccc3nc2c1	-9.1*	5.1*	6.3*	-8.9*	-75*
5	C[C@]12CC[C@@H]3c4ccc(O)cc4CC[C@H]3[C@@H]1CC[C@@H]2NS(=O)(=O)c1cccc(Cl)c1	86	50	57	47	x
6	CCC(=C(c1ccc(OCCN2CCCC2)cc1)c1ccc(OCCN2CCCC2)cc1)c1ccc(Cl)cc1	20	-58*	-20*	-43*	24
7	CCn1c2ccccc2c2cc(Nc3ccc(O)cc3)ccc21	107	70	87	81	90
8	COc1cc2cc(NC(=O)c3ccc(Cl)cc3)nc(C)c2cc1OC	89	103	100	98	96
9	OC(c1ccc(Cl)cc1)C(Nc1ccccc1)c1ccc(Cl)cc1 (centres undefined)	93	107	98	99	88
10	Cn1c(/N=C/c2ccc([N+](=O)[O-])cc2)c(N)c(=O)n(C)c1=O	113	122	129	109	108
11	O=C(Nc1ccccc1)c1ccc([N+](=O)[O-])cc1	117	131	105	97	97
12	CCCCCCCC/C=C\CCCCCCCCOc1cccc(CC(=O)NCC[N+]2(C)CCCCC2)c1	40	90	-37*	66	63
13	NS(=O)(=O)c1ccc(Cn2c(=O)c3cc4c(=O)n(Cc5ccc(S(N)(=O)=O)cc5)c(=O)c4cc3c2=O)cc1	98	x	106	102	99
14	O=C1Nc2ccccc2/C1=C/C(=N/c1nnc(-c2ccc(Cl)cc2)s1)c1ccccc1	73	-70*	21	57	-96*
15	c1ccc(-n2cc(COc3ncnc4c3cnn4-c3ccccc3)nn2)cc1	102	119	109	96	100

item	SK-OV-3	NCI/ADR-RES	OVCAR-8	NCI-H23
1	91	99	86	97
2	x	x	94[5.56 µM]	x
3	103	96	111	97
4	-14*	-33*	-26*	-8.7*
5	88	45	62	60
6	85	11	-7.1*	77
7	92	92	89	78
8	82	92	111	92
9	100	90	90	84
10	111	102	106	98
11	107	105	104	108
12	x	102	74	72
13	100	108	101	109
14	76	41	10	29
15	86	105	104	96

Among those listed so far, 5 have sulfur:
item	SMILES	OVCAR-5	OVCAR-3	IGROV1	OVCAR-4	NCI-H522
1	Cc1ccc2cnc3sc(-c4ccccc4)nc3c2n1	115	109	106	89	84
4	c1ccc2c(N=NSc3ncnc4nc[nH]c34)c3ccccc3nc2c1	-9.1*	5.1*	6.3*	-8.9*	-75*
5	C[C@]12CC[C@@H]3c4ccc(O)cc4CC[C@H]3[C@@H]1CC[C@@H]2NS(=O)(=O)c1cccc(Cl)c1	86	50	57	47	x
13	NS(=O)(=O)c1ccc(Cn2c(=O)c3cc4c(=O)n(Cc5ccc(S(N)(=O)=O)cc5)c(=O)c4cc3c2=O)cc1	98	x	106	102	99
14	O=C1Nc2ccccc2/C1=C/C(=N/c1nnc(-c2ccc(Cl)cc2)s1)c1ccccc1	73	-70*	21	57	-96*

item	SK-OV-3	NCI/ADR-RES	OVCAR-8	NCI-H23
1	91	99	86	97
4	-14*	-33*	-26*	-8.7*
5	88	45	62	60
13	100	108	101	109
14	76	41	10	29

(cont.)
item	SMILES	OVCAR-5	OVCAR-3	IGROV1	OVCAR-4	NCI-H522
16	NC1=NC(c2ccc(OCc3ccccc3)cc2)n2c(nc3ccccc32)N1 (centres undefined)	96	91	93	107	63
17	CC(=O)OCc1cc2c(cc1[N+](=O)[O-])OCO2	93	x	105	106	89
18	O=CC(O)C(O)C(O)C(O)CO (centres undefined)	102	104	117	110	84
19	N=C(N)c1ccc(-c2ccc(-c3ccc(Cl)cc3Cl)o2)nc1	77	-3.3*	25	23	30
20	Nc1cc2c(cc1Cl)-c1ccc(Cl)cc1C2	105	90	x	75	x
21	C=C1CC[C@@H]2[C@](C)(COC(C)=O)[C@H](OC(C)=O)CC[C@@]2(C)[C@@H]1CC(NC1CC1)C1=CCOC1=O (some centres undefined)	110	97	96	102	78
22	Cc1nnc(N/N=C/c2ccc([N+](=O)[O-])o2)[nH]c1=O	-2.1*	-7.1*	21	29	17
23	CC(C(=O)NCCc1c[nH]c2ccccc12)N1C(=O)/C(=C/c2ccco2)SC1=S (centres undefined)	102	112	92	98	79
24	CCOC(=O)c1cn2ncnc(Oc3ccc(NC(=O)NCCN(CC)CC)c(Cl)c3)c2c1C	81	69	87	90	73
25	c1ccc(CCCCc2ccccn2)cc1	102	105	134	116	x
26	O=S(=O)(O)CCl	98	106	106	105	78
27	COC(=O)CCCN1C(=O)/C(=C/N2N=C(c3ccc(OC)cc3)CC2c2ccc(OC)cc2)SC1=S (centres undefined)	90	96	100	72	63
28	CSc1nc(N)c2[nH]c(-c3cc4ccccc4[nH]c3=O)nc2n1	119	119	61	84	57
29	CC(=O)Nc1ncc(Sc2ccc([N+](=O)[O-])cc2)s1	131	126	123	93	101
30	COc1ccc(CCn2c(=N)c(S(=O)(=O)c3ccccc3)cc3c(=O)n4ccccc4nc32)cc1	113	117	110	110	99

item	SK-OV-3	NCI/ADR-RES	OVCAR-8	NCI-H23
16	99	109	88	93
17	104	91	113	85
18	110	117	104	111
19	x	72	1.4*	78
20	99	91	91	81
21	103	98	105	99
22	10	8.6*	21	23
23	107	90	99	104
24	92	78	81	77
25	108	110	115	101
26	107	103	100	97
27	96	79	81	83
28	66	95	90	84
29	110	124	108	115
30	109	99	103	106

Next part
item	SMILES	OVCAR-5	OVCAR-3	IGROV1	OVCAR-4	NCI-H522
31	O=c1[nH]c(Cc2nc3ccccc3s2)nc2cc(Br)ccc12	67	86	74	92	59
32	O=C(O)c1cc(=O)[nH]cn1	110	107	111	106	105
33	O=S(=O)(c1ccccc1)c1cc2c(nc1OCc1ccccc1)-c1cnn(-c3ccc(Cl)cc3)c1CC2	94	105	105	98	76
34	N#Cc1c(-c2cccnc2)nc(SCCCCC(=O)NO)[nH]c1=O	104	101	98	115	104
35	COc1ccc(OC)c(/C=C2/C3=C([C@@H](c4cc(OC)ccc4OC)C(C#N)=C(N)O3)[C@H]3CCC2N3C)c1	111	100	92	87	87
36	COc1ccc(/C=C2\CCC3C(CCCC34OCCO4)C2=O)cc1 (centres undefined)	92	75	83	100	-1.7*
37	CCN(CC)C(=O)c1ccc2c(c1)nc(-c1cc3ccccc3[nH]c1=O)n2-c1cc(C(C)(C)C)[nH]n1	98	111	99	98	95
38	O=C1CCC(N2Cc3cc(CC(=O)Nc4ccc(N5CCCCC5)cc4)ccc3C2=O)C(=O)N1 (centres undefined)	70	54	32	31	65
39	N#CC1=C(N)Oc2c(c(N)nn2-c2ccccc2)C1c1ccccc1 (centres undefined)	103	106	87	100	95
40	CCOC(=O)c1ccc(NC(=O)CN2CCN(c3cc(=O)n(-c4ccccc4)c4ccccc34)CC2)cc1	100	89	77	42	71
41	O=c1[nH]c2ccc(Oc3ncccn3)cc2c(=O)n1Cc1cccc(NS(=O)(=O)c2ccc(Cl)cc2)c1	87	95	87	100	67
42	Cc1cccc(Nc2sc(C(=O)c3cc4cc(Cl)ccc4o3)c(N)c2C#N)c1	103	141	283	104	173
43	CC1(C)Oc2c(ccc(O)c2CN2CCOCC2)C2=C1CCCC2	114	108	90	109	106
44	CC(C)C(C)(O)c1ccccc1 (centres undefined)	116	104	x	104	102
45	Nc1c(C(=O)Nc2cccc(Cl)c2)sc2nc3c(cc12)C(O)CCC3 (centres undefined)	51	-33*	31	53	x

item	SK-OV-3	NCI/ADR-RES	OVCAR-8	NCI-H23
31	79	73	71	86
32	108	99	103	110
33	102	97	97	95
34	85	104	102	x
35	108	92	80	94
36	97	76	97	94
37	110	108	104	95
38	61	25	21	94
39	99	101	96	99
40	96	86	88	68
41	80	85	94	82
42	105	98	102	91
43	104	100	104	87
44	100	103	107	96
45	35	8.7*	37	30

(listing goes on)
item	SMILES	OVCAR-5	OVCAR-3	IGROV1	OVCAR-4	NCI-H522
46	O=C1CCCCN1CCCCC#Cc1cccc(C#Cc2cccs2)c1	83	101	97	77	92
47	COc1cccc(-n2cc(C#N)c(N)c2C(=O)c2ccc(Br)cc2)c1	95	98	85	95	87
48	O=[N+]([O-])c1cccc(Br)c1	102	107	105	121	105
49	O=C1CCC23OC(c4ccccc4)(C(=O)c4ccccc4N12)C1Nc2ccccc2SCC(=O)N13 (centres undefined)	81	85	53	80	75
50	Oc1ccc(-c2nocc2-c2c[nH]c3ccccc23)cc1	94	99	98	88	113
51	O=C1CSC(=NCC(=O)n2c(-c3ccccc3)nc3ccccc32)N1	100	114	96	104	92
52	C[C@@H]1NC(=O)[C@H](Cc2ccccc2)N(Cc2ccco2)C1=O	105	113	105	110	93
53	O=C(CSc1nc2ccccc2c(=O)n1CCc1ccccc1)Nc1ccccc1	107	114	105	97	90
54	CCOC(=O)C[C@@H](CC(=O)N[C@@H](CC(=O)N1CCn2c(nnc2C(F)(F)F)C1)Cc1cc(F)c(F)cc1F)CC(C)C	98	107	86	98	69
55	CCN(CC)c1cc(C(C)(C)C)cc(C(C)(C)C)c1	103	118	120	108	101
56	CC1CCc2c(sc3nc(SCC(=O)N/N=C/c4ccccc4)n(-c4ccccc4)c(=O)c23)C1 (centres undefined)	91	113	92	101	89
57	CCN(CC)c1ccc(C(O)C2=CC(=O)c3ccccc3C2=O)cc1 (centres undefined)	-24*	-77*	-43*	x	-62*
58	CC1=N/C(=C\c2cccc(Cl)c2)C(=O)O1	94	102	104	99	98
59	CC(C)C(=O)Oc1c(Cl)cc(Cl)c(Cl)c1Cl	94	102	104	101	58
60	CC(C)C[C@H](N)C(=O)N=S(N)(=O)c1cccc(F)c1 (some centres undefined)	105	111	94	89	88

item	SK-OV-3	NCI/ADR-RES	OVCAR-8	NCI-H23
46	98	81	96	95
47	95	91	102	91
48	126	107	108	106
49	65	69	74	73
50	101	99	92	96
51	99	93	105	90
52	104	103	100	102
53	86	97	95	91
54	96	95	100	94
55	110	106	105	101
56	92	79	77	83
57	73	84	-3.9*	-2.0*
58	117	98	120	100
59	93	106	86	102
60	99	99	99	96

Profiles, quoted from the list.
Profile of N=C(N)c1ccc(-c2ccc(-c3ccc(Cl)cc3Cl)o2)nc1 : OVCAR-5 = 77; OVCAR-3 = -3.3*; IGROV1 = 25; OVCAR-4 = 23; NCI-H522 = 30; SK-OV-3 = x; NCI/ADR-RES = 72; OVCAR-8 = 1.4*; NCI-H23 = 78
Profile of O=C(CSc1nc2ccccc2c(=O)n1CCc1ccccc1)Nc1ccccc1 : OVCAR-5 = 107; OVCAR-3 = 114; IGROV1 = 105; OVCAR-4 = 97; NCI-H522 = 90; SK-OV-3 = 86; NCI/ADR-RES = 97; OVCAR-8 = 95; NCI-H23 = 91

Further results follow.
item	SMILES	OVCAR-5	OVCAR-3	IGROV1	OVCAR-4	NCI-H522
61	CC(=O)c1ccc(NC(=O)CSc2nc3ccccc3c(=O)n2-c2ccccc2)cc1	104	102	90	95	92
62	CC(C)CCC[C@@H](C)[C@H]1CC[C@H]2[C@@H]3CC[C@H]4Cc5nc(N)sc5C[C@]4(C)[C@H]3CC[C@]12C	100	102	106	103	84
63	CCSc1nc(-c2ccco2)n2nc(-c3cccs3)cc2n1	102	104	76	81	112
64	CC(=O)N[C@H](C(=O)N[C@H](Cc1ccccc1)C(=O)N[C@H](CS)C(=O)N[C@H](CCCN=C(N)N)C(=O)N[C@H](CCCN=C(N)N)C(=O)N[C@H](CCCN=C(N)N)C(N)=O)[C@@H](C)O	101	110	110	101	110

item	SK-OV-3	NCI/ADR-RES	OVCAR-8	NCI-H23
61	x	94	97	95
62	94	104	98	101
63	103	105	94	93
64	110	112	109	107
